# MEKK2wt PB1 HTS: raises or lowers MEK5 binding to wildtype human MEKK2 PB1 domain | Q9Y2U5 | bead flow cytometry, Alexa488-MEK5 binding to MEKK2 WT; actives lie on both sides | binding response (% of control), % at 10 µM | 290,000 compounds, 1.1% hits; in the data active = binding response below about 67% or above about 130%; inconclusive = no clear call, values can overlap the other calls; inactive = in between
# FID counter: fluorescent intercalator displacement, NS3 helicase counter-screen; 290,000 compounds, 0.17% hits; inhibition, % at 7.9 µM; AID 1845; DNA fluorescent intercalator displacement, fluorescence; in the data active = inhibition above about 37%;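 note: 0% = vehicle and 100% = reference compound; higher means more ethidium bromide displaced from hairpin DNA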
# OXTR agonist: human OXTR agonism. CHO-OTR cells, Fluo-8 calcium fluorescence; normalized: DMSO 0%, oxytocin 100%. activation, % at 3 µM. 320,000 compounds, 0.32% hits. AID 2435;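 active = activation above the mean of all tested compounds plus 3 SD, cutoff set per screening run, cut at about 20% in these data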;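 note: peak over basal fluorescence ratio from a 100 s FLIPR kinetic read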
# Target sequence (P30559 whole entry, looked up): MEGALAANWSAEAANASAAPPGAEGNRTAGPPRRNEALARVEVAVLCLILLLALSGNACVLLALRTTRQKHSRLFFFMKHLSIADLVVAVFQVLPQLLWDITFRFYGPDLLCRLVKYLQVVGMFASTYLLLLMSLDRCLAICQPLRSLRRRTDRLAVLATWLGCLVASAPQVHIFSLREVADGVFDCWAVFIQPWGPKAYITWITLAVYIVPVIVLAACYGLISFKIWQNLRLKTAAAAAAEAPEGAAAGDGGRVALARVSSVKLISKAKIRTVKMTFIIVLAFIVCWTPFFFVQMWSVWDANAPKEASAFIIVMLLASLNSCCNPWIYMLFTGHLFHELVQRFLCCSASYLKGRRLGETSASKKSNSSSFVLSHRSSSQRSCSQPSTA
# PfM18AAP inh: blocks P. falciparum M18 aspartyl aminopeptidase | 290,000 compounds, 1.2% hits | recombinant PfM18AAP, H-Glu-NHMec fluorogenic cleavage | inhibition, % at 7.35 µM | AID 1822;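 active = inhibition above the campaign mean inhibition over all tested compounds plus 3 SD, cut at about 28% in these data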;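 note: 0% = plate median of test compound wells and 100% = 2 mM ZnCl2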
# GPR7 antag: human neuropeptides B/W receptor 1 antagonism; GPR7-expressing cells, fluorescence antagonist assay; inhibition, % at 4.4 µM; 290,000 compounds, 1.1% hits; in the data active = inhibition above about 16%, passing the limit was not always enough;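 note: cells stimulated with the agonist NPW; 0% = agonist with vehicle and 100% = vehicle without agonist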
# Target sequence (P48145 whole entry, looked up): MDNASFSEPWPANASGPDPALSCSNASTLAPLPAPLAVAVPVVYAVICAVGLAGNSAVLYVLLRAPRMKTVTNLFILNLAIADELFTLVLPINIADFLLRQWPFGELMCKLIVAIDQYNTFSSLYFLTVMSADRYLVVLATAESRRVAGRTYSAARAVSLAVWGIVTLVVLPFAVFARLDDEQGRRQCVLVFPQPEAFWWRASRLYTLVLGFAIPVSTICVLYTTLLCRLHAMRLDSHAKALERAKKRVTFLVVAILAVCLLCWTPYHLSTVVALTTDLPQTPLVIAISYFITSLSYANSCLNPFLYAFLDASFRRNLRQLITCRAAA
# MEKK2 mut-MEK5: signal of MEK5 binding to mutant human MEKK2 PB1 domain | bead flow cytometry, Alexa488-MEK5 binding to MEKK2 mutant | percent response, % at 10 µM | 290,000 compounds, 0.35% hits; in the data active = percent response above about 24%, passing the limit was not always enough; note: inactives centre near 1; some results filed as inactive read as strong as hits; reference of the scale not given here
# MEKK3 PB1 HTS: modulators (inhibitors or enhancers) of MEK5 binding to human MEKK3 PB1 domain; bead-based flow cytometry, Alexa488-MEK5 binding to MEKK3; actives lie on both sides; 0 = blocked by unlabeled MEK5, 100 = vehicle; Q99759; binding response (% of control), % at 10 µM; 290,000 compounds, 1.4% hits; AID 1529;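 active = binding response more than 3 SD above or below the average of its plate-row segment, actives on both sides; inconclusive = wells at one plate position flagged as instrument error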;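 note: Alexa488 bead fluorescence after subtracting the streptavidin-only scavenger bead signal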
# PHOSPHO1 block: PHOSPHO1 (human) inhibition; inhibition, % at 13.3 µM; 290,000 compounds, 1.1% hits; Q8TCT1; recombinant PHOSPHO1, absorbance phosphatase assay; in the data active = inhibition above about 60%
# Target sequence (Q8TCT1 whole entry, looked up): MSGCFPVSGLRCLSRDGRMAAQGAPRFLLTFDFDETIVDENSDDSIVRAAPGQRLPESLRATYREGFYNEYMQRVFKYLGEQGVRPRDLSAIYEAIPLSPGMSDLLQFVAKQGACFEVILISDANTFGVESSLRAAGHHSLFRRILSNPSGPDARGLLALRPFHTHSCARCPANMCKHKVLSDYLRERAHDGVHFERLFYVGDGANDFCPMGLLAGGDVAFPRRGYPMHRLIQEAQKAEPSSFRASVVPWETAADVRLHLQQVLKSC
# NALP1 yeast inh: inhibitors of NALP1 inflammasome in yeast | 280,000 compounds, 0.61% hits | S. cerevisiae NALP1/ASC/caspase-1 growth, X-gal OD620, 72 h | AID 2071 | inhibition, % at 10 µM; in the data active = inhibition mostly above about 24%, no sharp cut-off; inactive = mostly below about 32%; note: some compounds called inactive have numbers as strong as hits
# Numbers without * were called inactive; u = inconclusive; x = not tested or not shown.
compound	FID counter	MEKK3 PB1 HTS	NALP1 yeast inh	MEKK2 mut-MEK5	PfM18AAP inh	OXTR agonist	PHOSPHO1 block	MEKK2wt PB1 HTS	GPR7 antag
CCOP(=O)(OCC)C(NC(=O)Nc1ccc(C)c(Cl)c1)c1ccccc1 (stereo unspecified)	-26	106	20	1	2	0.9	2	108	-2
O=C(NCCN1CCOCC1)c1ccccc1N1C(=O)[C@@H]2Cc3c([nH]c4ccccc34)C(c3ccc(F)cc3)N2C1=O (stereo partly specified)	12	103	0	4	-7	1.7	45	106	4
Cn1nccc1C(=O)N1CCN(c2cccc(Cl)c2)CC1	-10	99	29	2	1	1.5	x	105	-14
CCOC(=O)c1sc(N)nc1C(C)(C)C	-5	98	13	-4	2	0.2	19	95	1
CCC1(CC)Cc2ccccc2C(Nc2c(C)n(C)n(-c3ccccc3)c2=O)=N1	-2	103	48	4	7	0.1	15	106	-10
N#CCC(CNc1ncc(C(F)(F)F)cc1Cl)OC(=O)c1ccc(Cl)cc1Cl (stereo unspecified)	-7	87	38	-7	-3	1.3	3	91	-21
Cc1ccc(S(=O)(=O)N(C)C)cc1NC(=O)C1Cc2ccccc2CN1C(=O)c1ccco1 (stereo unspecified)	-29	101	5	3	-16	-0.6	22	102	-5
CN1CCN(c2oc(COc3ccc(-c4ccccc4)cc3)nc2C#N)CC1	20	u	33	-24	12	11	14	u	27*
CCCCNC(=O)c1onc(CSc2ccc(C(C)C)cc2)c1C(=O)O	-19	96	-10	-2	1	1.9	28	100	-3
CCNC(=O)COc1ccc(S(=O)(=O)Nc2ccccc2)cc1	-7	108	1	14	-2	0.8	14	106	3
CN(C)c1ccc(/C=C(\NC(=O)c2ccccc2)C(=O)NCCCn2ccnc2)cc1	-4	100	8	-1	7	-0.4	28	102	-11
COc1cccc(OC)c1OCCOCCN1CCN(C)CC1	-1	103	4	0	10	0.5	11	97	-7
O=C(c1cc2sccc2n1Cc1ccc(F)cc1)N1CCc2ccccc21	-7	108	-99	2	0	-0.3	28	96	-8
O=C(/C=C/c1ccccc1)NCCN1CCOCC1	-2	97	18	-1	0	-1.2	-4	97	0
O=C(c1ccccc1NS(=O)(=O)c1cccc2cccnc12)N1CCOCC1	-5	116	7	0	3	-0.5	4	107	-11
c1ccc2c(-c3cc(C4CCNCC4)[nH]n3)cccc2c1	12	97	6	-1	3	-0.2	33	108	4
CCCC(C)NCC(=O)Nc1ccccc1-c1ccccc1 (stereo unspecified)	4	99	5	-1	13	-1.3	-1	101	-6
Cc1nn(-c2ccccn2)c2nc(-c3cccs3)cc(C(=O)NCc3ccco3)c12	-24	97	-20	-3	20	-1.6	6	97	4
Cc1cc(/C=N/NC(N)=S)c(C)n1-c1cccc(Cl)c1	-7	96	-3	-6	17	3.1	-132	92	-1
Cc1cc(C)c2c(n1)nn1c(N3CCN(c4ccccc4C)CC3)cc(C)nc21	-10	x	x	x	-2	-2.5	x	x	1
COc1ccc(NC(=O)Nc2ccc3c(c2)CCC3)cc1OC	-6	93	12	-2	1	0.1	-1	95	-7
C=CCn1c(SCc2ccc(C(=O)OC)cc2)nnc1-c1sc(N)nc1C	-26	93	11	-1	10	11	7	99	-17
Cc1cc(NC(=O)CSc2nc(CCC3CCCC3)nc3ccccc23)no1	-14	91	37	-7	3	-1.3	4	90	-1
COc1cccc(OC)c1OC(=O)c1cnccn1	-3	102	5	3	11	0.1	30	102	-7
CCCCN(CCCC)S(=O)(=O)c1ccc(NS(=O)(=O)c2ccc(NC(C)=O)cc2)cc1	-9	106	-15	3	-5	0.0	9	103	15
O=C(Cn1cc(C(=O)c2cccs2)c2ccccc21)NCc1cccs1	2	102	40	0	11	-0.1	4	96	2
COc1ccccc1C(=O)Nc1nnn(C)n1	1	100	-1	1	-11	-0.3	14	98	-1
CCN(CC)S(=O)(=O)c1ccc(N=Nc2c(C)[nH]n(C(N)=S)c2=O)cc1	-17	107	6	8	9	2.6	10	96	10
CCOC(=O)c1ccc(Nc2ncnc3ccc(C)cc23)cc1	-1	87	11	-5	5	-0.9	13	93	-9
Cc1ccccc1-n1ncc2c1CC(C)(C)CC2NC(=O)CCN1Cc2ccccc2C1=O (stereo unspecified)	-48	99	-5	1	-13	-0.8	18	103	-5

# Laid out differently: results already given
Cc1cc(/C=N/NC(N)=S)c(C)n1-c1cccc(Cl)c1
  FID counter: -7
  MEKK3 PB1 HTS: 96
  NALP1 yeast inh: -3
  MEKK2 mut-MEK5: -6
  PfM18AAP inh: 17
  OXTR agonist: 3.1
  PHOSPHO1 block: -132
  MEKK2wt PB1 HTS: 92
  GPR7 antag: -1
Cc1cc(C)c2c(n1)nn1c(N3CCN(c4ccccc4C)CC3)cc(C)nc21
  FID counter: -10
  MEKK3 PB1 HTS: x
  NALP1 yeast inh: x
  MEKK2 mut-MEK5: x
  PfM18AAP inh: -2
  OXTR agonist: -2.5
  PHOSPHO1 block: x
  MEKK2wt PB1 HTS: x
  GPR7 antag: 1
COc1ccc(NC(=O)Nc2ccc3c(c2)CCC3)cc1OC
  FID counter: -6
  MEKK3 PB1 HTS: 93
  NALP1 yeast inh: 12
  MEKK2 mut-MEK5: -2
  PfM18AAP inh: 1
  OXTR agonist: 0.1
  PHOSPHO1 block: -1
  MEKK2wt PB1 HTS: 95
  GPR7 antag: -7
C=CCn1c(SCc2ccc(C(=O)OC)cc2)nnc1-c1sc(N)nc1C
  FID counter: -26
  MEKK3 PB1 HTS: 93
  NALP1 yeast inh: 11
  MEKK2 mut-MEK5: -1
  PfM18AAP inh: 10
  OXTR agonist: 11
  PHOSPHO1 block: 7
  MEKK2wt PB1 HTS: 99
  GPR7 antag: -17

# (more compounds)
compound	FID counter	MEKK3 PB1 HTS	NALP1 yeast inh	MEKK2 mut-MEK5	PfM18AAP inh	OXTR agonist	PHOSPHO1 block	MEKK2wt PB1 HTS	GPR7 antag
Cc1cc(NC(=O)COc2cccc(Oc3ccccc3)c2)no1	-1	100	23	-1	0	0.6	-18	98	-2
C[N+](C)(C)CCCC(=O)c1ccc2c(c1)OCO2	0	103	17	-4	7	0.7	17	99	-5
CC(=NC(C)C)C1=C(O)CCC1=O	4	107	15	4	-5	1.1	-17	102	-7
CC(C)(C)c1ccc(C(=O)Nc2ccc(N3CCOCC3)cc2)cc1	-24	102	11	3	-21	0.6	8	100	-9
Cc1ccc(-c2nnc(N3CCN(C(=O)Cn4c(=O)n(C)c5ccccc54)CC3)c3ccccc23)cc1	-11	103	11	2	8	-0.8	5	102	-7
O=C(COC(=O)c1ccccc1Br)NCc1ccccc1	-8	97	23	-3	1	-1.7	13	99	0
Cc1[nH]c2ccccc2c1-c1ccc(Cl)nn1	0	104	-1	-1	2	0.4	16	99	-5
O=C(NCCc1cccc(C(F)(F)F)c1)C1CCC(=O)N(C2CC2)C1 (stereo unspecified)	-7	104	4	8	-1	-0.6	-10	107	0
COc1ccc(CC(=O)Nc2nnc(C(C)(C)C)s2)cc1OC	-17	91	1	-8	2	0.7	41	85	2
CS(=O)(=O)N(CC(=O)N1CCCCC1)c1sc2c(c1C#N)CCCC2	-17	84	x	-4	-4	-0.4	x	87	-13
COc1ccccc1C(C)NCC(=O)Nc1c(F)cccc1F (stereo unspecified)	-10	103	4	6	-4	-1.1	-28	96	-13
O=C(N/C(=C/c1ccccc1)C(=O)N1CCCCCC1)c1ccccc1	-32	101	6	1	-1	-1.1	-1	102	-15
Cc1ccc(F)c(NC(=O)c2ccc(Cn3cc(Cl)cn3)cc2)c1	-14	98	8	0	-17	8.7	45	95	34*
S=C(NCc1ccco1)N1CCN(c2nc(-c3ccccc3)cs2)CC1	0	94	2	-9	-2	1.9	12	84	10
c1ccc(Sc2ncnc3c2oc2ccccc23)nc1	-6	97	1	-3	2	0.4	-42	97	-4
O=S(=O)(Nc1ncccn1)c1ccc(NC(=S)Nc2cccc(Cl)c2)cc1	-1	93	-5	-4	-6	1.0	12	96	1
Cc1ccc(C(=O)/C=C/C(=O)c2ccc(C)cc2)cc1	0	98	-8	-6	-4	-0.9	28	94	20
CCN(CC)CCN(Cc1cc2cc3c(cc2[nH]c1=O)OCO3)C(=S)NCCCOC	4	104	13	7	6	0.3	22	110	-10
C=CCNC(=S)NNC(=O)Cn1c(-c2ccccc2)cc(=O)n2ncnc12	-13	93	x	-18	5	0.6	-41	98	-3
O=C(Nc1cccc(F)c1)c1c(O)c2ccccc2[nH]c1=O	-7	107	9	2	4	0.9	-35	107	-10
CC(=O)Nc1ccc2[nH]c(C)c(CC=C(Cl)Cl)c(=O)c2c1	2	107	9	4	9	-0.7	31	107	-3
Cn1nccc1C(=O)Nc1sc2c(c1C#N)CCCC2	-27	92	0	-7	4	-0.8	20	86	-6
Cc1ccccc1S(=O)(=O)/N=C(/c1ccccc1)N1CCOCC1	-6	97	9	-4	-9	1.0	37	97	-3
Cn1cnnc1Sc1ccc(/C=C/C(=O)c2ccc(O)cc2)cc1[N+](=O)[O-]	-11	113	-2	0	25	-0.2	30	111	-8
COc1ccc(C(=O)COC(=O)CCC(=O)c2cccs2)cc1	-14	89	-12	-4	-11	-0.5	32	89	3
CCCCCn1c(=O)[nH]c2cc(C(=O)O)ccc2c1=O	1	100	-2	4	2	-0.3	21	109	2
Cc1cc(NC(=O)c2ccc(N3C(=O)CCC3=O)cc2)no1	7	96	14	1	5	0.8	18	97	-8
COc1ccc(-c2cc(-c3ccc(OC)cc3)nc(-c3ccc4c(c3)NC(=O)CO4)c2)cc1	3	100	2	2	-1	0.6	-15	101	-5
COc1ccc2c(c1)c1ccccc1n2C	4	105	x	6	3	-2.4	10	107	-3
Cc1cc([N+](=O)[O-])nn1CC(=O)NCc1cccs1	2	94	8	-3	1	-1.2	39	95	-11
CC(C)CNC(=O)Nc1ccc(F)c(Cl)c1	-3	98	15	-3	5	2.4	37	100	-14
Cn1c(N)c(C(=O)CSc2nc3ccccc3n2-c2ccccc2)c(=O)n(C)c1=O	x	97	-3	-4	x	0.0	3	99	x
CN(C)c1ccc(/C=C/c2nnnn2-c2ccccc2)cc1	-10	107	27	2	4	-1.6	11	105	12
COCCNC(=O)c1cnn2c1NC(c1ccco1)CC2C(F)(F)F (stereo unspecified)	-4	95	-63	-2	6	0.9	-17	102	-9
CC(Sc1nnc(COc2ccc3ccccc3c2)n1C)C(=O)O (stereo unspecified)	-23	102	8	1	-1	-0.5	76*	97	-15
Cc1cc(N2CCCCC2)nc2ccc(NC(=O)c3ccc(Br)o3)cc12	12	90	12	-2	6	-1.6	22	94	-1
CCCc1nnc(NC(=O)CCC(=O)N2CCC(C)CC2)s1	-35	93	8	-3	1	-0.7	33	96	-10
COc1ccc(C)cc1NC(=O)NC1CCCc2ccccc21 (stereo unspecified)	-17	106	10	8	7	-0.8	24	109	-1
COc1ccc(N2C(=O)CC(Nc3ccc(C)cc3)C2=O)cc1 (stereo unspecified)	-5	102	1	-2	14	1.9	2	97	-5
CC1(C)Cc2c(sc3ncn4nc(-c5ccco5)nc4c23)CO1	1	x	x	x	-1	-1.4	x	x	-6
CC(C)=CCCC1(C)C=Cc2c(c(C)cc3c2[nH]c2cc(O)ccc23)O1 (stereo unspecified)	x	99	-1	0	x	0.9	27	101	x
O=C(O)c1ccc(CNCc2c(Cl)cccc2Cl)cc1	5	105	x	5	0	0.2	12	107	-7
O=C(CN1CCC(Cc2ccccc2)CC1)N1CCc2ccccc2C1	12	101	-12	-3	4	-0.7	19	99	-7
Cc1nnc(SCc2ccccc2Cl)n1CC1CCCO1 (stereo unspecified)	-13	94	7	-2	-1	0.1	11	94	2
O=C(CNC(=O)c1cccs1)N/N=C/c1c(F)cccc1Cl	-6	96	6	1	-1	-0.4	14	99	-16
CCOc1ccc(/C=C2\SC(=S)N(CCC(=O)Nc3cccc(C(=O)O)c3)C2=O)cc1	-15	101	4	5	5	0.1	23	102	0
CCOC(=O)N1CCN(C(=O)CSc2nnc(-c3cccc(Cl)c3)o2)CC1	-2	94	x	0	0	0.4	10	100	-4

# High-throughput results: PubChem, several laboratories
